Screening data: PubChem BioAssay, Columbia University Molecular Screening Center
E-sel TNF inh: TNF alpha driven E-selectin expression inhibition. HUVEC TNFa-induced E-selectin immunofluorescence, high content. inhibition, % at 2 µM. 0.71% of 120,000 active. AID 1246;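 active = inhibition above the batch mean plus 3 SD, and confirmed as a hit on visual image review, cut at about 43% in these data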;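 also: 0% = TNF-stimulated DMSO wells and 100% = unstimulated control wells; not every result past the cut was called active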
Numbers without * were called inactive.

SMILES | E-sel TNF inh
N#C/C(=N\Nc1ccc(F)cc1)C(=N)N1CCCCCC1 | -7
O=C(NCCOc1cccc2cccnc12)c1cccs1 | -32
O=C(/C=C\c1ccccc1)Nc1ccc(NC(=O)c2ccco2)cc1 | -70
CC(C)(C)c1cc(NC(=O)c2ccco2)n(-c2ccccc2)n1 | 3
CCCCC(=O)Nc1cccc(NC(=O)c2cccc([N+](=O)[O-])c2)c1 | -53
O=C(NC(=S)N1CCN(c2ccc(F)cc2)CC1)c1cccs1 | 28
CCN(C(=O)CSc1nnc(-c2ccncc2)n1-c1ccccc1)C1CCS(=O)(=O)C1 (stereo not drawn) | 13
Cc1noc(C)c1C(=O)N1CCN(S(=O)(=O)c2ccc(F)cc2)CC1 | -6
COC(=O)c1ccc2c(=O)n(CC3CCCO3)c(SCC(=O)NCCc3ccc(S(N)(=O)=O)cc3)nc2c1 (stereo not drawn) | 8
CCCCN(C)CCC(=O)Nc1ccc2c(c1)CCC2 | -19
CCC(/C=N/NC(=O)c1ccccc1F)CC | 19
CCCSCC(=O)Nc1ncc2c(n1)-c1ccccc1CC2 | -25
COc1ccc(NC(=S)NC2CC3CCCC(C2)N3C2CC2)cc1 (stereo not drawn) | -18
O=C(C1CCCCC1)N1CCC(CO)(Cc2ccccc2Cl)CC1 | -14
O=C(COC(=O)/C=C/C(=O)N1CCN(c2ccccc2)CC1)NCc1ccc(F)cc1 | -5
CCOc1cccc(C(=O)Nc2cccc(NC(=O)c3ccco3)c2)c1 | 23
CC(=O)c1cccc(NC(=O)COC(=O)CCc2ccc(S(=O)(=O)N3CCOCC3)cc2)c1 | -21
O=C(CCC1CCCN(Cc2ccc(O)c(Cl)c2)C1)NCc1ccccc1F (stereo not drawn) | 1
Cc1cccc(C(=O)Nc2ccnc(-c3ccncc3)n2)c1 | -29
O=C(c1cc(COc2ccc3ncccc3c2)on1)N1CCCCCC1 | -55
COc1ccc(CCN(Cc2ccccn2)C(=S)Nc2ccccc2Cl)cc1OC | -6
Cc1nnc(NC(=O)c2ccccc2Oc2ccccc2)s1 | 17
Cc1ccc(S(=O)(=O)NCCCCCC(=O)Nc2c(C)n(C)n(-c3ccccc3)c2=O)cc1 | 21
COc1ccc(-n2c(C)cc(C(=O)CCl)c2C)cc1 | -3
Cc1nc([N+](=O)[O-])c(C(=O)O)n1C | -51
O=C(NC1CCCCC1)c1ccc(NS(=O)(=O)c2cccc3cccnc23)cc1 | 2
CS(=O)(=O)N(CC(=O)NCC1CCCO1)c1cccc(Cl)c1 (stereo not drawn) | -11
O=C(NCCn1cc(SCC(=O)N2CCOCC2)c2ccccc21)c1c(F)cccc1F | -31
CCc1ccccc1NC(=O)CN(C)C(=O)Cn1cc(C(F)(F)F)cc(Cl)c1=O | -14
CC(C)CC(NC(N)=O)C(=O)OCC(=O)Nc1ccc(SC(F)F)cc1 (stereo not drawn) | -4
COc1ccccc1C(=O)N/C(=C\c1ccccc1)C(=O)NC(C)C(=O)O (stereo not drawn) | -25
CCOC(=O)C1(Cc2cccc(Cl)c2)CCCN(CCO)C1 (stereo not drawn) | -25
CC(=O)CSc1ncnc2c1cnn2-c1ccccc1 | -42
CCCCNC(=S)NNC(=O)c1c(C)nc2ccccn12 | 13
O=C(NNc1ccccn1)C(=O)NNS(=O)(=O)c1ccc(F)cc1 | -17
COC(c1ccccc1)c1nnc(CCC(=O)N2CCN(CCOc3ccccc3)CC2)o1 (stereo not drawn) | 4

Looked up one by one from above (three):
SMILES | E-sel TNF inh
CCOc1cccc(C(=O)Nc2cccc(NC(=O)c3ccco3)c2)c1 | 23
COc1ccc(-n2c(C)cc(C(=O)CCl)c2C)cc1 | -3
COc1ccc(NC(=S)NC2CC3CCCC(C2)N3C2CC2)cc1 (stereo not drawn) | -18

Look-ups from the list:
Result of COC(c1ccccc1)c1nnc(CCC(=O)N2CCN(CCOc3ccccc3)CC2)o1 (stereo not drawn) under E-sel TNF inh: 4
Result of CCOC(=O)C1(Cc2cccc(Cl)c2)CCCN(CCO)C1 (stereo not drawn) under E-sel TNF inh: -25
Result of CS(=O)(=O)N(CC(=O)NCC1CCCO1)c1cccc(Cl)c1 (stereo not drawn) under E-sel TNF inh: -11
Result of CCCCNC(=S)NNC(=O)c1c(C)nc2ccccn12 under E-sel TNF inh: 13
Result of O=C(NNc1ccccn1)C(=O)NNS(=O)(=O)c1ccc(F)cc1 under E-sel TNF inh: -17
Result of CCc1ccccc1NC(=O)CN(C)C(=O)Cn1cc(C(F)(F)F)cc(Cl)c1=O under E-sel TNF inh: -14
Result of CC(C)CC(NC(N)=O)C(=O)OCC(=O)Nc1ccc(SC(F)F)cc1 (stereo not drawn) under E-sel TNF inh: -4

Other structures
SMILES | E-sel TNF inh
CC1CN(c2ccc([N+](=O)[O-])cc2C#N)CC(C)O1 (stereo not drawn) | -1
Cc1sc(NC(=O)C2CC(Cl)=CCC2C(=O)O)c(C#N)c1C (stereo not drawn) | -19
Cc1cccc(-n2c(C)cc(C(=S)N3CCOCC3)c2C)c1C | -32
COc1cc2nc(CN3CCN(S(=O)(=O)c4ccc(C)c(C)c4)CC3)[nH]c(=O)c2cc1OC | 4
N#CC(C#N)=C1c2cc(S(N)(=O)=O)ccc2-c2ccc(S(N)(=O)=O)cc21 | 58
CCCC12CN3CCN(CC(C3)/C1=N\NC(=O)c1ccccc1Cl)C2 | -2
O=C(O)C1Nc2c(O)cc(Cl)c([N+](=O)[O-])c2C2C=CCC12 (stereo not drawn) | -25
COc1ccc(OC)c(/C=N/NC(=O)C(=O)NCc2cccnc2)c1 | 14
COc1ccc(S(=O)(=O)N(C)CC(=O)Nc2ccc(C(N)=O)cc2)cc1OC | -5
CCN(CC)S(=O)(=O)c1cccc(-c2nnc(SCC(=O)NC)n2N)c1 | 11
CNC(=O)CSc1nnc(COc2ccc([N+](=O)[O-])cc2)n1C | -3
Brc1cc(/C=N/n2cnnc2)oc1Br | -13
COc1ccc(-c2c[n+]3c(n2-c2ccccc2)SCC3)cc1OC | -23
Cc1cc(C)nc(SCC(=O)N(C)C)n1 | 0
COc1ccccc1NC(=S)N(Cc1ccc(Cl)cc1)CC1CCC(C(=O)O)CC1 (stereo not drawn) | 9
Cc1cc(C)cc(-n2ccnc2SCC(=O)O)c1 | -24
CCOc1cc(C2C(C#N)=C(N)OC3=C2C(=O)CC(C)(C)C3)cc([N+](=O)[O-])c1O (stereo not drawn) | 4
O=C(O)CC1(CC(=O)Nc2ccc(Br)cc2)CCCCC1 | -29
Cc1c(NC(=O)CN2C(=O)c3ccc([N+](=O)[O-])cc3C2=O)c(=O)n(-c2ccccc2)n1C | -44
O=C(Nc1ccc(NC(=O)c2ccco2)c(Cl)c1)c1cccc([N+](=O)[O-])c1 | 0
C/C(CC(=O)Nc1cc(C)ccn1)=N\NC(=O)c1cccc(C)c1 | -3
O=C(CCn1c(=S)oc2ccccc21)Nc1cccc(F)c1 | -11
O=C(/C=C/c1ccc(Cl)cc1)Nc1nccs1 | 2
CN(C)S(=O)(=O)c1ccc(NC(=O)CSc2n[nH]c(=O)n2C2CC2)cc1 | -3
CSc1ccc(C#N)cc1NC(=O)c1ccc(Cl)nc1 | 34
Cc1ccc(Cn2nnnc2CN2CCC(O)(c3cccnc3)CC2)cc1 | 0
O=C(CCCOc1ccc(Cl)cc1Cl)N/N=C/c1ccco1 | -8
Cc1cccc(C(=O)N2CCCCCC2)c1[N+](=O)[O-] | -16
Cc1cccn2c(CN[C@@H]3CCCC[C@H]3c3ccccc3)c(C(=O)N3CCOCC3)nc12 | -2
COc1ccc(NC(=O)CSc2nc3ccccc3c(=O)n2CCCN2CCOCC2)c(OC)c1 | 10
CCOc1cc(NC(=O)c2ccccn2)c(OCC)cc1NC(=O)c1ccc(C)cc1 | -12
O=c1nc(N/N=C/c2ccccn2)cn[nH]1 | 11
CC(C)=CC(=O)OCC(=O)Nc1ccc(SC(F)F)cc1 | -39
O=C(Cn1c(-c2ccccc2)c[n+]2ccsc12)c1ccccc1 | 0
COc1cccc(C2c3[nH]c4ccccc4c3CCN2C(=O)Cn2cncn2)c1OC (stereo not drawn) | -23
COC(=O)CCC(=O)NNC(=O)Cc1ccccc1 | 7

3 structures from above, sorted by count of non-hydrogen atoms, falling.
SMILES | E-sel TNF inh
Cc1cccn2c(CN[C@@H]3CCCC[C@H]3c3ccccc3)c(C(=O)N3CCOCC3)nc12 | -2
O=C(Cn1c(-c2ccccc2)c[n+]2ccsc12)c1ccccc1 | 0
O=c1nc(N/N=C/c2ccccn2)cn[nH]1 | 11

The main list resumes, starting seven compounds before the break.
SMILES | E-sel TNF inh
COc1ccc(NC(=O)CSc2nc3ccccc3c(=O)n2CCCN2CCOCC2)c(OC)c1 | 10
CCOc1cc(NC(=O)c2ccccn2)c(OCC)cc1NC(=O)c1ccc(C)cc1 | -12
O=c1nc(N/N=C/c2ccccn2)cn[nH]1 | 11
CC(C)=CC(=O)OCC(=O)Nc1ccc(SC(F)F)cc1 | -39
O=C(Cn1c(-c2ccccc2)c[n+]2ccsc12)c1ccccc1 | 0
COc1cccc(C2c3[nH]c4ccccc4c3CCN2C(=O)Cn2cncn2)c1OC (stereo not drawn) | -23
COC(=O)CCC(=O)NNC(=O)Cc1ccccc1 | 7
C=CCNC(=S)NCc1ccc(CNC(=S)NCC=C)cc1 | -2
O=C(O)c1ccc2c3c(cccc13)C(=O)N(c1ccccc1)C2=O | -8
Cc1cc(C(=O)N/N=C/c2cc(Br)cc(Br)c2OC(=O)c2cccc(F)c2)n[nH]1 | -31
COC(=O)N/N=C(\C)c1ccc(-n2ccnc2)cc1 | 3
O=C1CC2c3ccccc3C1C1C(=O)N(Cc3ccccc3)C(=O)C21 (stereo not drawn) | -21
CC(C)c1nc(C(=O)N2CCCC(CCC(=O)N(C)CCc3ccccn3)C2)cs1 (stereo not drawn) | 12
O=[N+]([O-])c1ccccc1NCc1ccccc1Cl | 6
O=C(NCC1CCCN(Cc2ccc3nonc3c2)C1)c1cccc(C(F)(F)F)c1 (stereo not drawn) | 3
O=C(CSCc1nc2c(nnn2Cc2ccc(F)cc2)c(=O)[nH]1)Nc1c(Cl)cc(Cl)cc1Cl | 19
C=CCNC(=O)CC1Nc2c3ccccc3nc(=S)n2C1=O (stereo not drawn) | -1
Cc1cc(OC(=O)C(C)(C)C)c([N+](=O)[O-])c(=O)[nH]1 | 11
COc1ccc(S(=O)(=O)N2CCC(C(=O)NCc3ccccc3)CC2)cc1OC | -51
Cc1ccc(S(=O)(=O)c2c(C)cc(C)nc2N2CCOCC2)cc1 | -15
COCc1cc(C)nc(SCC[N+](C)(C)CC(=O)c2ccc(Br)cc2)c1C#N | 29
COc1ccccc1C(=O)NNC(=O)c1nn(Cc2ccccc2)c(=O)c2ccccc12 | -26
CC(=O)N1CCN(c2ccc(S(C)(=O)=O)cc2[N+](=O)[O-])CC1 | -23
Cc1cc(C)nc(NNC2=CC(=[N+]3CCCC3)CCC2)n1 | 23
C[C@H](NC(=O)c1ccco1)C(=O)Nc1cccc([N+](=O)[O-])c1 | -51
O=C(CNC(=O)c1cccc(Br)c1)N/N=C/c1ccc[nH]1 | 3
CCOc1cc(N2CCOCC2)c(OCC)cc1NC(=O)CSc1n[nH]c(N)n1 | -24
Cc1ccc(CC(=O)NCc2ccc(Cl)cc2)cc1 | -36
CCOC(=O)c1c(NC(=O)COC(=O)c2ccncc2)sc(C)c1C | -19
CCSc1ccc2cc(OC)ccc2[n+]1CC | 0
Cc1ccc([N+](=O)[O-])cc1S(=O)(=O)Nc1ccccn1 | 5
O=S(=O)(c1ccccc1)c1ccc(C(F)(F)F)cn1 | 16
COc1ccc(/C=N/NC(=O)c2ccncc2)cc1CN1CCN(c2ccc(F)cc2)CC1 | -4
NC(=O)c1ccc(NC(=O)COC(=O)C(Cc2ccccc2)NC(=O)c2ccccc2)cc1 (stereo not drawn) | -9
Cc1ccc(N=Cc2cc(Cc3ccccc3Cl)cc([N+](=O)[O-])c2O)c(O)c1 | -4
COc1ccc(N2C(=O)CC(C3CCCO3)C2=O)cc1 (stereo not drawn) | -12
Cc1c(Cl)cccc1NC(=O)CN1CCN(CCN=CC2=C(O)CC(c3ccccc3)CC2=O)CC1 (stereo not drawn) | -5
NC(=O)c1ccccc1NC(=O)Nc1ccc(F)c(Cl)c1 | -9
COc1ccc(CN(CC2CCC(C(=O)O)CC2)C(=S)Nc2ccc(C)c(Cl)c2)cc1 (stereo not drawn) | -1
Cc1ccc(/C=C2/SC(=O)NC2=S)o1 | -7
C=CCN1C(=O)/C(=C\c2cc(Br)c(OCc3ccccn3)c(OC)c2)SC1=S | -32
COc1ccc2c(OC)c3ccoc3nc2c1OC | -2
O=C(NN1C(=O)C2C3C=CC(O3)C2C1=O)c1ccccc1 (stereo not drawn) | 25
COc1ccc(N(CC(=O)NCc2ccncc2)S(=O)(=O)c2ccccc2[N+](=O)[O-])c(OC)c1 | 2
Cc1ccc(OCCCC(=O)Nc2ccc(S(=O)(=O)Nc3ccccn3)cc2)cc1 | -8
CCCCNC(=O)COC(=O)c1ccc(SC)cc1OC | -12
Cc1nc(C(C)NC(=O)CCc2nnc(CCCc3ccccc3)o2)c(C)s1 (stereo not drawn) | -8
Nc1ncccc1OCc1cccc(C(F)(F)F)c1 | 29
CNC(=S)/N=C(/Nc1ccccc1)c1ccccc1 | -12
O=C(NCc1n[nH]c(=S)n1-c1ccc(Br)cc1)c1cccs1 | -13
O=C(CN(CC1CCCO1)C(=O)CNS(=O)(=O)c1ccccc1)NCc1ccco1 (stereo not drawn) | -17
NS(=O)(=O)c1ccc(NC(=O)/C=C/c2ccccc2Cl)cc1 | 5
O=C(/C=C/c1ccc(N2CCOCC2)cc1)c1ccccc1 | 42

These rows are one share of the data. The share of hits here may be higher or lower than overall.
